# MmCpn inh: M. maripaludis TRiC chaperonin inhibition; 330,000 tested, 0.031% active; AID 504842; Potency, µM (top dose mostly 76.9 µM), inactives show at the top dose activity, negative = inhibition, most hits filed as inhibitors; purified Mm-Cpn ATPase, ADP Transcreener TR-FRET; also: potency is read from the fitted curve at half-maximal effect; % is scaled to controls: 0 for no effect and ±100 for the full control effect; nearly all actives have a fitted effect of over 80% in size
#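 Compound-treated chaperonin, 25 nM final, turns over 10 uM ATP at 37°C for 30 min following a 10 min preincubation; ADP generated competes with ADP-d2 for Eu-cryptate antibody, lowering FRET.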
# EPAC2 antagonist: EPAC2 (human) antagonism; EPAC2 GEF exchange of Rap1B-BODIPY-GDP, fluorescence; Potency, µM (series often up to 114 µM), without a hit: at the top dose activity, negative = inhibition, usual class: inhibitors; 360,000 tested, 0.18% active; Q8WZA2; also: potency is read from the fitted curve at half-maximal effect; % is scaled to controls: 0 for no effect and ±100 for the full control effect; nearly all actives have a fitted effect of over 45% in size; many of its hits are not listed in these tables
# Target sequence (Q8WZA2 whole entry, looked up): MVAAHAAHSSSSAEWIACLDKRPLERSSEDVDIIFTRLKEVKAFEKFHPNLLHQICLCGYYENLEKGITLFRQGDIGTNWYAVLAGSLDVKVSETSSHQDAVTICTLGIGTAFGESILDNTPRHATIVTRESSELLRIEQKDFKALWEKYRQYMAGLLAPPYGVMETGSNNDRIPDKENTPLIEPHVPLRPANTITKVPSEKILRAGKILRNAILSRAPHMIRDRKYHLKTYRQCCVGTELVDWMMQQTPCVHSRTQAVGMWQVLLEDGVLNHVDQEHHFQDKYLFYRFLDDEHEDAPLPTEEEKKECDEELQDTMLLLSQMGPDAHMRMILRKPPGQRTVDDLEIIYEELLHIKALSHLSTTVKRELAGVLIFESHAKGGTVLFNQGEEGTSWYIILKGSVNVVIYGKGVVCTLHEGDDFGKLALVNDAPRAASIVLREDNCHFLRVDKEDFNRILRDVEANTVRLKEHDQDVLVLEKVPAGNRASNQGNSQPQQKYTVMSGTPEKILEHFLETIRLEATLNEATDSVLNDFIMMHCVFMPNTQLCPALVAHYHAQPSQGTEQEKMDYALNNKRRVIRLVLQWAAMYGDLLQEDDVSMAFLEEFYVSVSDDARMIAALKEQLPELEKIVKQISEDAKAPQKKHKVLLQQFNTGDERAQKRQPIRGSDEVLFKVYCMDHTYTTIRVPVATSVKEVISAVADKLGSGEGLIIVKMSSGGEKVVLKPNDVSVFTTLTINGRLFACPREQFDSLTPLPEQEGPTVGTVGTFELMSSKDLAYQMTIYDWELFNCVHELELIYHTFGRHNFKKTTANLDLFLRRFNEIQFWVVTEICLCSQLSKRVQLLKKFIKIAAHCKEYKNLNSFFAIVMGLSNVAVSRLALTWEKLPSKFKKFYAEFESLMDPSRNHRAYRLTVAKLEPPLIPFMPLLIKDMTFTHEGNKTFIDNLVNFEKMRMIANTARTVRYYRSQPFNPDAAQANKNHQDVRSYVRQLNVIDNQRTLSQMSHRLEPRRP
# A549 tox: kills or reduces viability of A549 cells in Nrf2 counter-screen; A549 ARE-Fluc cells, CellTiter-Fluor viability, 18-24 h; AID 504648; 390,000 tested, 0.16% active; Potency, µM (series often up to 46 µM), for the others: at the highest dose activity change, negative = cytotoxicity, hits mostly inhibitors; also: potency is read from the fitted curve at half-maximal effect; % is scaled to controls: 0 for no effect and ±100 for the full control effect
#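 Cytotoxicity counterscreen: CellTiter-Fluor fluorescence was measured in A549 ARE_Fluc cells after 18-24 h of compound exposure in a concentration series. The subsequent BugLite luminescent read reports ARE-luciferase activity.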
# Nrf2 activator: activators of Nrf2 (ARE) signaling; AREc32 ARE-luciferase reporter (MCF7-derived line), luminescence, 24 h; Potency, µM (series often up to 46.1 µM), inactives show at the top dose activation, usual class: activators; 410,000 tested, 0.31% active; AID 624171; also: potency is read from the fitted curve at half-maximal effect; % of control where 0% means no effect; nearly all actives have a fitted effect of over 65% in size
#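 Quantitative high-throughput format: AREc32 reporter cells, 1000 per well, received compound by pin transfer and were incubated 24 hr at 37 deg C, 5% CO2, before Steady-Glo luminescence detection.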
# EPAC2 agonist: EPAC2 (human) agonism; Q8WZA2; EPAC2 activation, biochemical qHTS; response scale: 100% = 6.5 mM cAMP response; Potency, µM (titrated, usually from 154 µM), inactives show at the top dose activation, most hits filed as activators; 360,000 tested, 0.079% active; AID 720711; also: potency is read from the fitted curve at half-maximal effect; nearly all actives have a fitted effect of over 50% in size
#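 Guanine nucleotide exchange by EPAC2 is measured as reduced fluorescence of BODIPY-GDP once it is released from 250 nM Rap1B. Plates are read kinetically for 30 min at room temperature; results are scaled to 6.5 mM cAMP.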
# TGFb SMAD3 inh: blocks TGF-b signaling; 410,000 tested, 1.2% active; HepG2 CAGA-GFP TGF-b/SMAD3 reporter, GFP fluorescence, 18 h; TGF-beta stimulated, 500 pg/mL final; Potency, µM (doses to about 46.1 µM), inactives show at the highest dose activity, negative = inhibition, most hits filed as inhibitors; also: potency is read from the fitted curve at half-maximal effect; % is scaled to controls: 0 for no effect and ±100 for the full control effect; nearly all actives have a fitted effect of over 65% in size
#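 Inhibition of TGF-beta-driven CAGA-GFP reporter expression in HEPG2 cells is measured by cellular GFP fluorescence after 18 h stimulation with 500 pg/mL recombinant TGF-beta in 1% FBS medium at 37 degrees C.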
# CCT modulator: cytosolic chaperonin activity modulation; 360,000 tested, 0.3% active; activity change, % (no concentration beside the values), hits read low; purified chaperonin ATPase assay, HTRF ADP detection, 30 min; in the data active = activity change below about -30%; also: % is scaled to controls: 0 for no effect and ±100 for the full control effect
#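 TRiC (40 or 20 nM final, by batch activity) in 30 mM Tris pH 7.4, 100 mM KCl, 5 mM MgCl2, 1 mM DTT was treated with compound at 76 uM single dose, then 10 uM ATP, 30 min at 37 °C. ADP was read by HTRF Transcreener.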
# Nrf2 block: inhibitors of Nrf2 signaling | Potency, µM (series often up to 46 µM), without a hit: top-dose activity change, negative = inhibition, actives largely listed as inhibitors | 360,000 tested, 2.1% active | A549 ARE-Fluc reporter, luciferase luminescence, 18-24 h; also: potency is read from the fitted curve at half-maximal effect; % is scaled to controls: 0 for no effect and ±100 for the full control effect; nearly all actives have a fitted effect of over 60% in size
#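 Nrf2 function is reported as luminescence of an ARE-controlled luciferase in A549 cells. Compounds were tested at several concentrations, and a CellTiter-Fluor read on the same wells flagged cytotoxicity.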
# pAkt inh: blocks phosphorylation of Akt | 360,000 tested, 0.32% active | Neuro2A IGF-stimulated pAkt S473 HTRF, 20 min; active compounds read low | activity change, % for hits at 50 µM; in the data active = activity change below about -80%; inconclusive = mostly about -51% to -80%; also: % is scaled to controls: 0 for no effect and ±100 for the full control effect
#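 Neuro2A cells in DMEM with 0.5% FBS, overnight at 37 deg C, given compound at single 50 µM final, then IGF (6 nM final) for 20 min at 37 deg C. Lysed; phospho-Akt Ser473 by HTRF after 24 h, 665/615 ratio.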
# The depositor's hits bear a star; i = inactive; u = inconclusive; x = not tested or not shown; & = joins results of further samples; [ ] = dose if it differs, or a comment. Unless noted, calls follow the shape of the dose curve; as a rule, active = well fitted curve in the direction sought with a large enough effect; inconclusive = small, poorly fitted or top-dose-only effect, or another doubt; inactive = no such curve, though single readings can be large; an effect the other way counts as inactive or inconclusive.
# Start of the data: the first 2 entries, ahead of the listing:
# Value order – MmCpn inh	EPAC2 antagonist	A549 tox	Nrf2 activator	EPAC2 agonist	TGFb SMAD3 inh	CCT modulator	Nrf2 block	pAkt inh
- CCOC(=O)N1CCN(c2cc(=O)n(-c3ccc(OCC)cc3)c(=O)[nH]2)CC1
→ -1%	5%	-6%	-0.3%	-10%	-8%	1.3	-5%	i
- O=C(NCCc1ccccc1)c1cc2ccccc2oc1=O
→ -4%	u	-1%	2.4%	0%	-4%	0.9	10%	i

# The list itself, from the first entry:
# Value order – MmCpn inh	EPAC2 antagonist	A549 tox	Nrf2 activator	EPAC2 agonist	TGFb SMAD3 inh	CCT modulator	Nrf2 block	pAkt inh
- CCOC(=O)N1CCN(c2cc(=O)n(-c3ccc(OCC)cc3)c(=O)[nH]2)CC1
→ -1%	5%	-6%	-0.3%	-10%	-8%	1.3	-5%	i
- O=C(NCCc1ccccc1)c1cc2ccccc2oc1=O
→ -4%	u	-1%	2.4%	0%	-4%	0.9	10%	i
- Cc1ccc(CNC(=O)CCCc2c[nH]c3ccccc23)cc1
→ 1%	-12%	-18%	-0.6%	14%	2%	-1.5	18%	i
- NC(=O)Nc1ccc(C(=O)OCC(=O)Nc2sccc2C(N)=O)cc1
→ -2%	2%	0%	0.0%	6%	4%	-0.6	-4%	i
- CS(=O)(=O)c1ccc2nc(NC(=O)CCN3C(=O)c4ccccc4C3=O)sc2c1
→ -1%	8%	3%	-0.1%	8%	3%	-0.1	1%	i
- O=C(OCc1ccccc1)N1C=CCC[C@@H]1c1c(Cl)cccc1Br
→ x	-3%	x	1.1%	4%	u	-0.1	x	i
- COc1ccccc1NCC(O)Cn1c2ccccc2c2ccccc21 (stereo not given)
→ -1%	-15%	21µM*	2.1%	9%	13µM*	-0.4	u	i
- COC(=O)c1cccc(NC(=O)Cc2coc3cc(OC)ccc23)c1
→ -2%	-8%	-3%	0.2%	5%	-5%	-0.8	19%	i
- CCOC(=O)Cn1cnc2c(nnn2-c2ccc(F)cc2)c1=O
→ 1%	-11%	0%	-1.6%	1%	4%	-1.1	17%	i
- CCOC(=O)N1CCN(Cc2nc3c(c(=O)n(C)c(=O)n3C)n2Cc2ccccc2)CC1
→ 2%	-2%	1%	1.0%	-6%	20%	-0.6	6%	i
- O=[N+]([O-])c1ccccc1S(=O)(=O)N1CCN(CC2CC=CCC2)CC1 (stereo not given)
→ -5%	-7%	-6%	0.0%	21%	-17%	-2.4	-5%	i
- CC(C)C(CCN1C(=O)c2ccccc2C1=O)c1ccco1 (stereo not given)
→ -1%	10%	-5%	-0.1%	9%	-3%	-1.2	-14%	x
- COc1cccc(N2CCN(C(=O)Cn3ncc4c3-c3ccccc3OC4)CC2)c1
→ x	x	-2%	0.3%	x	-24%	x	-6%	x
- COc1ccc(/C=C/c2onc(C)c2S(=O)(=O)N2CCC(C(=O)N3CCC(C)CC3)CC2)cc1
→ 0%	2%	-3%&-1%	2.5%&3.1%	3%	u	-0.9	u	i
- CNc1nc(CC(C)=O)ns1
→ 0%	-14%[57.1 µM]	-3%	-0.2%	0%	18%	-2.9	7%	i
- COc1cccc(NS(=O)(=O)c2ccc3[nH]cc(C(=O)NCCc4ccccc4)c(=O)c3c2)c1
→ x	x	6%	0.5%	x	-1%	x	-8%	x
- COc1ccc(N(C)C(=O)c2cc3c(s2)-c2ccccc2OC3)cc1
→ x	x	u	0.3%	x	u	x	x	x
- O=C(CCNC(=O)c1ccccc1Cl)NN=Cc1ccccc1[N+](=O)[O-]
→ -2%	-4%	-3%	8.3%	5%	2%	-0.3	0%	i
- Cc1ccc(C)c(Cn2c(C)nc3c(sc(=S)n3-c3ccccc3)c2=O)c1
→ 0%	-2%	3%	-0.9%	0%	-11%	4.8	4%	i
- CC[C@@]1(C(=O)OC)N[C@H](CN(C)C(=O)c2ccc(F)cc2)[C@@H]2C(=O)N(C)C(=O)[C@@H]21
→ 2%	-8%	0%	-1.2%	3%	1%	-2.0	5%	i
- O=C(N=C1SC2CS(=O)(=O)CC2N1c1ccc(F)cc1)C1CC1 (stereo not given)
→ 0%	1%	10%	-0.3%	4%	-1%	-1.7	3%	i
- O=S(=O)(CCN1CCN(c2ccccc2O)CC1)c1cc(Cl)ccc1Cl
→ 0%	-3%	2%	26%	-5%	u	-1.1	1%	i
- CCOc1ccccc1/C=N/n1nnnc1N
→ -1%	1%	9%	-0.4%[9.22 µM]	6%	13%	-2.6	-16%	i
- COc1ccccc1N=C(C)C1=C(O)COC1=O
→ 2%	-2%	-3%	0.1%	2%	7%	-3.0	2%	i
- CCn1c(SCC(=O)N/N=C(/C)c2ccncc2)nc2ccccc21
→ -1%	-8%	5%	0.1%	2%	24%	0.9	u	i
- Cc1cccc(NC(=O)C(=O)NCC(c2cccnc2)N2CCc3ccccc3C2)c1C (stereo not given)
→ x	x	-6%	0.5%	x	-39%	x	16%	x
- CC1=CC(=O)[C@@H](O)[C@@H](c2ccccc2Br)N1C
→ x	-7%	2%	-1.4%	14%	6%	-8.3	-3%	i
- O=C(CNc1cccc([N+](=O)[O-])c1)N/N=C/c1ccc(F)cc1
→ 2%	5%	-5%	2.8%	-11%	-1%	0.5	-11%	i
- COc1ccc2c(c1OC)C(=O)OC2CC(=O)c1ccc(O)cc1 (stereo not given)
→ -4%	-3%	-20%	3.3%	8%	-9%	-0.3	9%	i
- CC1(C)Cc2c(cnn2-c2ccccc2)C(NC(=O)C2(C(N)=O)CC2)C1 (stereo not given)
→ -1%	3%	-1%	-0.7%	1%	-18%	-3.7	-22%	i
- CCOC(=O)C(C)(C)N(Cc1cccc(C)c1)S(=O)(=O)c1cccc([N+](=O)[O-])c1
→ 1%	-12%	-11%	-0.8%	-2%	u	-0.5	-12%	i
- CCCCCCn1c(CN2CCCCC2)nc2c1c(=O)n(C)c(=O)n2C
→ x	2%	1%[1.84 µM]	0.3%	0%	0%	-0.4	5%	i
- COc1ccc(S(N)(=O)=O)cc1C(=O)NNC(=O)c1cccc(S(=O)(=O)N2CCOCC2)c1
→ x	5%	0%	-0.6%	8%	-12%	-1.4	-10%	i
- CC(=O)c1ccc(OCC(C)C)c(CN2CCCCC2)c1
→ 0%	8%	-3%	-0.6%	24%	0%	-0.9	3%	i
- CCOC(=O)c1c2ccccc2[n+]([O-])n1CCO
→ -5%	7%	6%	2.0%	7%	7%	1.5	-2%	i
- CC(C)C[C@H](NC(=O)N1CC(=O)Nc2ccccc21)C(=O)N[C@@H](Cc1c[nH]c2ccccc12)C(=O)O
→ -4%	11%	11%	-1.4%	6%	5%	-1.2	5%	i
- Cc1nc2ccc(N=NC3=C(O)CC(C)(C)CC3=O)cc2s1
→ -2%	-1%	4%	4.7%	13%	u	-0.3	25%	i
- COC(=O)c1cc(CNC(=O)C(C)NS(=O)(=O)c2ccc(C)c(C)c2)ccc1OC (stereo not given)
→ -2%	8%	0%	-0.9%	1%	3%	0.9	7%	i
- CC(=O)Nc1ccc(C(=O)Nc2ccc(S(=O)(=O)NCC3CCCO3)cc2)cc1 (stereo not given)
→ 0%	-1%	3%	-0.1%	7%	26%	0.7	1%	i
- CCc1ccc(N=C2NC(=O)/C(=C/c3cc(OC)c(O)c(OC)c3)S2)cc1
→ -2%	1%	-13%	7.8%	-10%	u	-0.3	-11%	i
- COc1ccc(NC(=O)COC(=O)C23CC4CC(CC(O)(C4)C2)C3)cc1Cl
→ 0%	-11%	-1%	0.3%	-8%	7%	-2.9	u	i
- O=C(N[C@@H](Cc1ccc(O)cc1)C(=O)O)c1cccnc1
→ x	6%	1%	-0.6%	8%	-29%	-0.9	13%	i
- C/C(=N\O)C(C)(C)Nc1ccc(Br)cc1
→ 0%	-23%	1%	0.4%	2%	16%	0.2	-10%	i
- COc1ccccc1NC(=O)CSc1n[nH]c(-c2ccco2)n1
→ x	-3%	-6%	-0.5%	7%	-17%	-0.7	-9%	i
- CCCNC(=O)C1(C)CCCN(C(=O)c2cc(C)nn2C(C)(C)C)C1 (stereo not given)
→ x	-3%	x	-0.1%	11%	7%	-2.9	x	x
- Cc1cc(C(=O)CSc2nn3c(=O)c(C(C)(C)C)nnc3s2)c(C)n1C
→ 1%	-14%	4%	1.2%	-7%	-1%	2.2	2%	i
- O=C1/C(=C/c2ccccc2)SC(=S)N1CCCC(=O)N1CCCCC1CCO (stereo not given)
→ 1%	-6%	-7%	23%	25%	u	0.9	u	i
- CC[C@@]12C(=O)N(c3cccc(F)c3)C(=O)N1[C@H](c1ccc(Cl)cc1)[C@@H]1C(=O)N(C3CCCCC3)C(=O)[C@@H]12
→ 0%	6%	-9%	0.5%	10%	u	-0.4	-14%	i
- Cc1cccc(-n2ncc3c2CCCC3NC(=O)CCN2CCCO2)c1C (stereo not given)
→ -4%	3%	4%	-0.4%	4%	u	-3.0	u	i
- CCn1nc(C)c(/C=N/NC(=O)c2nc3nc(C)cc(C)n3n2)c1C
→ 4%	5%	-1%	3.4%	4%	5%	-1.3	-15%	i
- CC(=O)/C(=C/Nc1ccc(Oc2ccccc2)cc1)c1ccccc1
→ 1%	-6%	0%	0.2%	18%	-2%	-1.5	-15%	i
- COc1ccc(/C=N/NC(=O)CNS(=O)(=O)c2ccccc2)cc1
→ -5%	-3%	-6%	-0.6%	4%	3%	-0.7	13%	i
- CN(C)C=Nc1c(Br)cc(Br)c2nonc12
→ -3%	16%	20%	-0.1%	13%	141%[activator]	-3.5	x	i
- CCCn1c(-c2cc(OC)c(OC)c(OC)c2)nc2c1c(=O)[nH]c(=O)n2Cc1ccccc1
→ 1%	-11%	-4%	0.6%	-19%	12%	2.0	u	i
- Cn1c(CNC(=O)CSc2nc(-c3cccc(Cl)c3)nc3cc(=O)[nH]n23)nc2ccccc21
→ x	x	8%	2.5%	x	-3%	x	u	x

# Bioassay records as filed in PubChem BioAssay.

# This is a subset (hit frequency here may not be typical).
